Screening data from PubChem BioAssay.
mcGAS MS inh: mouse cGAS inhibition by mass spec. recombinant mouse cGAS, cGAMP by RapidFire MS. inhibition, % at 12.5 µM. Q8C6L5. actives 0.18% (n = 130,000);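 active = inhibition of cGAS enzyme activity at or above 60%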;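 note: enzyme stimulated by 45 bp dsDNA with ATP and GTP substrates; cGAMP share of summed cGAMP plus half ATP and half GTP signals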
Target sequence (Q8C6L5 whole entry, looked up): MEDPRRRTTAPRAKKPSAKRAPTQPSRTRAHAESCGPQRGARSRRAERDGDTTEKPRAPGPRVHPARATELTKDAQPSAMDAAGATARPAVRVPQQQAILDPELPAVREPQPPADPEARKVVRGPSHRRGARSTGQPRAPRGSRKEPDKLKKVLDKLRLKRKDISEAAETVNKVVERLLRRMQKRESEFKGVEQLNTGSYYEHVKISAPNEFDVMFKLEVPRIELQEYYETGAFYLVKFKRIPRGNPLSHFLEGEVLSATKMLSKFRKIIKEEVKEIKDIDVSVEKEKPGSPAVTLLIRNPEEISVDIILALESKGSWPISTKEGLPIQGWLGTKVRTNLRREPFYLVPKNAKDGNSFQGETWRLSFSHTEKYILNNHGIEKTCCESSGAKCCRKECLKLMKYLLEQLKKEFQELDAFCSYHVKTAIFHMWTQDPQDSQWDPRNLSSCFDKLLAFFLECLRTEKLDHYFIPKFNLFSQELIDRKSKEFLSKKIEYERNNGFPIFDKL
* marks the source's active call; other numbers are inactive results; & = joins results of further samples.

SMILES	mcGAS MS inh
N#CC(C#N)=Cc1ccc(Cl)cc1	2.4
CC(C)Cc1ccc(CN2CCN(C)C(CCO)C2)cc1 (stereo not drawn)	-0.7
Cc1cc(C(=O)N2CCN3CCN(C)CC3C2)c(=O)n(C)c1C (stereo not drawn)	0.0
Cc1cccc(C(C)C)c1NC(=O)CNC(C)Cc1cnccn1 (stereo not drawn)	1.3
O=C(c1ccccc1)C1CCCN(Cc2nc(-c3cccs3)no2)C1 (stereo not drawn)	-4.9
COc1c2c(cc3c1OCO3)C13C=C[C@H](OC)CC1N(C2)CC3O (stereo partly drawn)	-13.3
COc1ccc(C)c2sc(N(CCN3CCOCC3)C(=O)Cc3ccc(F)cc3)nc12	-8.0
O=c1[nH]c(O)c(CN2CCOCC2)c(=O)[nH]1	-6.2
Cc1cccc(Nc2nnc(CC(=O)N3CCN(C4CCCCC4)CC3)s2)c1	-6.7
CC12CN3CC(C)(CN(C1)C31CCCC1)C2=O	0.7
CCP(=S)(CC)c1ccc(N(C)C)cc1	-44.1&27.6
CCNC1(c2cccs2)CCCCC1=O (stereo not drawn)	-6.7&0.4
CN1C(=O)N(C)C(=O)C(CCc2ccncc2)(CCc2ccncc2)C1=O	-5.9
COc1cc([C@@H]2c3cc4c(cc3[C@H](OC(C)=O)[C@H]3COC(=O)[C@H]23)OCO4)cc(OC)c1OC	-7.0
NC(Cc1ccc(F)cc1)c1csc(Nc2ncccn2)n1 (stereo not drawn)	-6.3
O=C1NC2CCCCN2Cc2sc(Cl)cc21 (stereo not drawn)	-3.6
COc1ccc(C2(NC3C=CCCC3)CCOCC2)cc1 (stereo not drawn)	-6.5
CN1CCc2cc3c(cc2[C@H]1[C@@H]1OC(=O)c2c1ccc1c2OCO1)OCO3	5.3
COc1cccc(C=C2C(=O)NC(=S)NC2=O)c1	2.7
CCNC(Cc1ccc(C)cc1)C1CC1 (stereo not drawn)	-14.3

For convenience, part of the list above.
SMILES	mcGAS MS inh
CC(C)Cc1ccc(CN2CCN(C)C(CCO)C2)cc1 (stereo not drawn)	-0.7
Cc1cc(C(=O)N2CCN3CCN(C)CC3C2)c(=O)n(C)c1C (stereo not drawn)	0.0

Back to the main list, repeating the two entries before the break.
SMILES	mcGAS MS inh
COc1cccc(C=C2C(=O)NC(=S)NC2=O)c1	2.7
CCNC(Cc1ccc(C)cc1)C1CC1 (stereo not drawn)	-14.3
Cc1noc(C)c1NC(=O)N1CCN2CCN(C)CC2C1 (stereo not drawn)	1.8
CCCCOC(=O)C1CN1C(CC)C(=O)OCC (stereo not drawn)	-8.5
CCc1cccc2c(C3=CCNCC3)c[nH]c12	-15.1
CN(C)C(=O)Oc1ccc2cccc(OC(=O)N(C)C)c2c1	-6.0
O=C(CCN1CCC(c2cccc(O)c2)CC1)Nc1cccnc1	-38.1
CCN(CC)CC(O)c1ccc(C2CCCC2)cc1 (stereo not drawn)	-11.7
O=c1oc2ccccc2c(O)c1Cc1c(O)c2ccccc2oc1=O	-2.0&1.5
N#Cc1cnc2c(C#N)cnn2c1N	-11.5
CCC12CN3CCN(CC(C3)/C1=N/N)C2	3.3
O=C(Nc1ccccc1C(F)(F)F)c1cccn(Cc2ccc(Cl)cc2)c1=O	-6.1
COC(=O)COc1cc(Cl)c(Cl)cc1Cl	-6.6
CN1CCc2nc3sc4c(=O)[nH]c(=O)[nH]c4c3cc2C1	-2.7
CC1CCCC(=O)CCCC=Cc2cc(O)cc(O)c2C(=O)O1 (stereo not drawn)	-0.2
CN1C2CCCC1CC(=O)C2	-3.7
O=C(NCCc1cccnc1)N1CCN(C2CC3CCC2C3)CC1 (stereo not drawn)	-22.3
CC(C)N(C(=O)CCl)c1ccccc1	-5.2
CC(C)c1ccc2c(c1O)CC[C@H]1C3=C(CC[C@]21C)C(=O)OC3	-7.2
N#CC1C(=N)Oc2c(c(=O)oc3ccccc23)C1c1ccoc1 (stereo not drawn)	-6.6
C[C@H]1C(=O)O[C@@H]2CCN3CC=C(COC(=O)[C@](C)(O)[C@]1(C)O)[C@H]23	-1.8
Cc1ccc(C2=CCN(CCC(=O)NC(N)=O)CC2)cc1	-31.1
CC[C@@]1(O)C[C@H](O)c2c(cc3c(c2O)C(=O)c2c(O)ccc(O)c2C3=O)[C@H]1C(=O)OC	-9.5
CC12CNCC(C)(CN(P(=O)(Oc3ccccc3)Oc3ccccc3)C1)C2=O	-9.3
COc1cc(OC)c([C@H]2C=C(C)[C@H]3C[C@@H]2C3(C)C)c(OC)c1	-3.6
Cc1cccc(C)c1NC1=NCCCS1	-15.2&4.7
Cc1cccnc1CN1CCN(C(=O)COc2cccnc2)CC1	10.3
O=c1c2cc(I)ccc2nc(/C=C/c2c[nH]c3ccccc23)n1-c1ccccc1	-10.9
CC(CN(C)C)C(C#N)(c1ccccc1)c1ccccc1 (stereo not drawn)	-4.4
CC(=O)OCC1=C(C(=O)O)N2C(=O)[C@@H](N)[C@H]2SC1	-3.2
COC(C)(C)CCC[C@H](C)C/C=C/C(C)=C/C(=O)OC(C)C	-11.0&0.0
CC(C)=CC(=O)N1CCN(C)C2(CCN(C)CC2)C1	-22.1
CN(C)c1nc(CN2CCN(C(=O)Cc3ccccc3F)CC2)ns1	1.6
COc1cccc(Oc2coc3cc(OC(=O)N(C)C)ccc3c2=O)c1	13.0
Cc1n[nH]c(C)c1CC(=O)N1CCN(Cc2ccsc2)CC1	-0.8
COc1ccccc1[C@@H]1CN(C(=O)Cn2nccc2C)[C@@H]2C3CCN(CC3)[C@@H]21	-12.7
Cn1c(C(=O)N2CCC3(CC2)OCCO3)cc2c(=O)n3ccccc3nc21	-5.2
Cc1cc(NC(=O)c2cccn(Cc3cccc(F)c3)c2=O)c2ccccc2n1	-2.6
O=C(O)CCC1NCC2CC1CN1CCCCC21 (stereo not drawn)	-5.9
CCc1cccc(CC)c1N(COC)C(=O)CCl	-5.7
Cc1cc(NC(=O)CN2C[C@@H](c3ccccc3)[C@@H]3[C@H]2C2CCN3CC2)no1	-4.1
CCn1c(C2CCCNC2)nn(CC(F)F)c1=O (stereo not drawn)	-12.7
CN(C)C(=O)Oc1ccc(OCc2n(C)cc[n+]2C)cc1	-9.6
COCCNC(C)c1nc2ccccc2c(=O)n1-c1cc(C)ccc1C (stereo not drawn)	-3.3
CC1(C)CC(C)(O)P(C)(=O)O1 (stereo not drawn)	-4.3
N#Cc1ccc(NCc2cn3c(n2)CCCC3)cc1C(F)(F)F	-1.8
COc1cccc(C2CC3C(=O)C=CC2N3Cc2ccccc2)c1 (stereo not drawn)	-2.7
O=C(COc1ccc(Cl)cc1)N1CCCC(N2CCN(c3ccc(F)cc3)CC2)C1 (stereo not drawn)	-7.7
NC1(c2ccccc2)CCC1	-9.0
CCOC(=O)N1CCN(C2CCCN(C(=O)Cc3cc(OC)ccc3OC)C2)CC1 (stereo not drawn)	0.1
CCN(CC)P1(=S)C(=C2N(C)c3ccccc3C2(C)C)C=NN1c1ccccc1 (stereo not drawn)	3.4
CC12CN3CCN(CC(C3)C1(O)CN)C2 (stereo not drawn)	-8.4
O=c1oc2ccccc2c(O)c1C1c2ccccc2Nc2c1c(=O)oc1ccccc21 (stereo not drawn)	1.0
COc1ccccc1[C@@H]1CN(C(=O)c2occc2C)[C@@H]2C3CCN(CC3)[C@@H]21	-33.0
CC(C)(C)n1ncc2c1NC(N1CCN(CC(F)F)CC1)=NC2	-7.4
Cc1nc(C(F)(F)F)nc(N2CCC3(CCN(C)C3)CC2)c1C	-14.6
COC(=O)C1C2c3ccccc3OC1(C)N=c1s/c(=C/c3ccc(OC)cc3)c(=O)n12 (stereo not drawn)	-7.8
CC(C)(O)[C@@H]1[C@H]2OC(=O)[C@@H]1[C@]1(O)C[C@H]3O[C@]34C(=O)O[C@H]2[C@]14C	-2.8
CC(C)CC12CN3CCN(CC(C3)/C1=N\O)C2	3.2
O=P(Nc1ccccc1Cl)(c1ccccc1)c1nc2c(s1)CCCC2 (stereo not drawn)	2.2
CC(C)(c1ccc(OCC2CO2)cc1)c1ccc(OCC2CO2)cc1 (stereo not drawn)	-7.9
CN(CCc1ccc(F)cc1)Cc1nc2c(cnn2C)c(=O)[nH]1	-7.5

A draw from above in order of number of heavy atoms, smallest number first:
SMILES	mcGAS MS inh
NC1(c2ccccc2)CCC1	-9.0
CC12CN3CCN(CC(C3)C1(O)CN)C2 (stereo not drawn)	-8.4
CN(C)C(=O)Oc1ccc(OCc2n(C)cc[n+]2C)cc1	-9.6
CC(C)(O)[C@@H]1[C@H]2OC(=O)[C@@H]1[C@]1(O)C[C@H]3O[C@]34C(=O)O[C@H]2[C@]14C	-2.8

Next section
SMILES	mcGAS MS inh
C=C[C@H]1CN2CC[C@H]1C[C@@H]2[C@@H](O)c1ccnc2ccccc12	8.2
Cc1ccc(NC(=O)c2cc(C)n(C3CC3)c2C)c(C)c1	2.8
Cc1nn(C)c(C)c1P(=S)(N(C)C)N(C)C	24.1
CCCCC1N2CC3(C)CN1CC(C)(C2)C3=O (stereo not drawn)	-7.3
CCCCCCC1c2c(c3ccccc3oc2=O)OC(=N)C1C#N (stereo not drawn)	-14.5
CC(C)NC(C)C	6.0
Cc1cnn(CCC(=O)N2C[C@H](c3ccccc3)[C@@H]3[C@H]2C2CCN3CC2)c1	-4.5
CNC(=O)O/N=C(\C)SC	-9.1
c1ccc([C@@H]2CN(c3nnnn3-c3ccccc3)[C@@H]3C4CCN(CC4)[C@@H]32)cc1	-13.8
CN(C)C(=O)CN1CC=C(c2cnn(-c3nccc4ccccc34)c2)CC1	-8.5
COCCNC(=O)C1(c2ccc(C)c(OC)c2)CCCC1	-2.7
CN1[C@H]2CC[C@@H]1CN(C(=O)c1cc(-c3ccccc3)on1)CC2	-4.4
CCc1nn(C)c(Cl)c1CN1CC[C@@H](c2cccc(OC)c2)[C@H](O)C1	-25.3
O=C(c1cocn1)N1C[C@@H](c2cccc(F)c2F)[C@@H]2[C@H]1C1CCN2CC1	-2.1
CCS(=O)(=O)N(C)CCCNC(=O)C1C(C)(C)C1(C)C	0.8
CCC(C)N1CCCOP1(=S)Sc1ccccc1 (stereo not drawn)	-11.7
O=C(CCCN1CCC2(CC1)C(=O)NCN2c1ccccc1)c1ccc(F)cc1	-16.2
C=CCOC(=O)N1CCOC2(CNCCOC2)C1 (stereo not drawn)	-14.0
COC(=O)C12C3CCCC1C32c1ccccc1 (stereo not drawn)	-2.8
O=C(Cc1cccs1)N1CCN(C(C(=O)N2CCc3ccccc3C2)C2CCCC2)CC1 (stereo not drawn)	-6.3
Cc1cc(CC(C)NCC(=O)Nc2c(C)cccc2C(C)C)n[nH]1 (stereo not drawn)	-16.6
C[C@@H]1CC[C@H]2[C@@H](C)C(=O)O[C@@H]3O[C@@]4(C)CC[C@@H]1[C@]32OO4	-0.9
c1n[nH]cc1C1CCCNC1 (stereo not drawn)	-3.0
COCCNC(C)c1nc2ccccc2c(=O)n1-c1ccc(F)c(Cl)c1 (stereo not drawn)	-5.8
O=c1[nH]c(=S)[nH]c(O)c1Cc1ccccc1	-0.2
Oc1ccc(Cl)cc1	3.2
O=C(NCCSc1ccccn1)C1CC2(CCNCC2)CN1 (stereo not drawn)	-16.5
Cc1ccc(C=C2CC3C4CC=C5CC(O)CCC5(C)C4CCC3(C)C2O)o1 (stereo not drawn)	-23.6
O=C1CC[C@@]2(O)[C@H]3Cc4ccc(O)c5c4[C@@]2(CCN3CC2CC2)[C@H]1O5	-3.3
Cc1c(P(=S)(N2CCOCC2)N2CCOCC2)cc(C#N)n1C	-10.6&0.9
CN(C)C(=Nc1ccc(I)cc1)P(=O)(N(C)C)N(C)C	1.4
CC(C)C12CN3CCN(CC(C3)/C1=N/O)C2	-4.5
Cc1csc(S(=O)(=O)N2CCC3(CCNCC3)C2)c1	-5.2
CCOc1ccccc1C=C1C(=O)NC(=S)NC1=O	-20.7
Cn1nc(C2NCCc3[nH]cnc32)c2c(Cl)cccc21 (stereo not drawn)	-9.7
O[C@H]1C[C@@H]2CN(Cc3cccn3-c3ccc(Cl)cn3)C[C@@H]2C[C@@H]1O	-22.5
c1nc2c(c(N3CCN4CCCC4C3)n1)CCNC2 (stereo not drawn)	-8.8
C[C@]12CC(=CO)C(=O)C[C@@H]1CC[C@@H]1[C@@H]2CC[C@@]2(C)[C@H]1CC[C@]2(C)O	0.4
O=C1COc2cc([N+](=O)[O-])c(Cl)cc2N1Cc1ccccc1	-7.8
COC(=O)/C=C/C(=O)N[C@@H]1CC[C@@]2(O)[C@H]3Cc4ccc(O)c5c4[C@@]2(CCN3CC2CC2)[C@H]1O5	7.8

Overlap with the part before: 3 compounds, then new ones.
SMILES	mcGAS MS inh
C[C@]12CC(=CO)C(=O)C[C@@H]1CC[C@@H]1[C@@H]2CC[C@@]2(C)[C@H]1CC[C@]2(C)O	0.4
O=C1COc2cc([N+](=O)[O-])c(Cl)cc2N1Cc1ccccc1	-7.8
COC(=O)/C=C/C(=O)N[C@@H]1CC[C@@]2(O)[C@H]3Cc4ccc(O)c5c4[C@@]2(CCN3CC2CC2)[C@H]1O5	7.8
c1ccc([C@@H]2CN(Cc3cccc4nonc34)[C@@H]3C4CCN(CC4)[C@@H]32)cc1	-7.1
CCc1cc(C(=O)N2CCN3CCN(C)C(=O)C3C2)no1 (stereo not drawn)	-13.1
CCOC(=O)[C@@H]1C[C@H](C(=O)c2ccccc2)N2N=Cc3ccccc3C12 (stereo partly drawn)	6.2
COc1ccc2[nH]c(C)c(CCNCc3ccccn3)c2c1	-6.6
CN(C)C(=O)Oc1c(I)cc(Cl)c2cccnc12	-6.1
Cc1cc(C=C(C#N)C#N)c(C)n1C1CCCC1	-25.2
CC1CN=C(Nc2ccc(C(C)C)cc2)S1 (stereo not drawn)	-9.0&19.0
O=c1[nH]c(O)c(C2CCCCC2)c(=O)[nH]1	-2.0
CC(C)N1C2CCC1CN(C(=O)c1cc[nH]c(=O)c1)CC2 (stereo not drawn)	-6.5
CC1=NCCc2c1[nH]c1cc(O)ccc21	1.0
CC(C(=O)Nc1ccc(C#N)c(Cl)c1)n1nc(-c2ccco2)oc1=O (stereo not drawn)	-1.2
O=[N+]([O-])c1ccc([As](=O)(O)O)cc1	-0.5
COc1ccc(C=C2C(=O)NC(=S)NC2=O)cc1	-1.0
O=C1NC(=S)NC(=O)C1=Cc1ccc(N(CCCl)CCCl)cc1	22.7
O=C(O)C12CCCC1CN(CC1CC1)C2 (stereo not drawn)	-5.6
Fc1ccc(-n2c(Cl)nnc2C2CC2)cc1	-3.9
O=C(Nc1ccc(Cl)c([N+](=O)[O-])c1)c1cccn(Cc2ccccc2)c1=O	-2.4

Only part of the results is shown; count on the stated rates, not on these rows.
